TcdB inh – TcdB glycohydrolase inhibition; hit rate 0.24% among 350,000; TcdB glycohydrolase enzymatic assay, plate reader; inhibition, % at 9.99 µM; P18177; in the data active = inhibition above about 10%
* marks the source's active call; other numbers are inactive results; & = joins results of further samples. Not all compounds are listed. The share of hits here may be higher or lower than overall.

For COc1ccccc1CNC(=O)C[C@@H]1C[C@H]2c3cc(N(C)C)ccc3O[C@H]2[C@@H](CO)O1 the results were TcdB inh -49.8.
Screening C[C@H](NC(=O)[C@@H]1[C@@H](CO)[C@@H]2Cn3c(cccc3=O)[C@@H]2N1CC1CC1)c1ccccc1 returned TcdB inh 0.0.
O=C(C[C@@H]1C=C[C@@H](NC(=O)c2cccc(F)c2)[C@@H](CO)O1)Nc1nccs1 was read as TcdB inh -1.5.
`C[C@@H]1CN([C@@H](C)CO)C(=O)c2ccccc2-c2ccccc2CO[C@@H]1CN(C)Cc1ccc2c(c1)OCCN2C` gave TcdB inh -1.5.
C[C@H](CO)N1C[C@H](C)[C@H](CN(C)CC2CCCCC2)OCc2cnnn2CCCC1=O was read as TcdB inh 1.0.
`COc1ccccc1S(=O)(=O)N1CC[C@@H]2[C@@H](CO)N(C)c3ccc(-c4ccccc4)cc3[C@@H]21` gave TcdB inh -1.1.
Cc1ccc(S(=O)(=O)Nc2cccc3c2O[C@H](CN(C)S(=O)(=O)c2ccc(Cl)cc2)[C@@H](C)CN([C@@H](C)CO)C3=O)cc1 was read as TcdB inh 0.4.
Screening COc1ccc(NC(=O)N(C)C[C@H]2OCCCC[C@H](C)Oc3ccc(NC(=O)NC(C)C)cc3C(=O)N([C@H](C)CO)C[C@@H]2C)cc1 returned TcdB inh 0.2.
`C[C@@H]1CCCCO[C@H](CN(C)S(=O)(=O)c2cccs2)[C@@H](C)CN([C@@H](C)CO)C(=O)c2cc(NC(=O)Nc3ccc4c(c3)OCO4)ccc2O1` gave TcdB inh 0.8.
For O=C(Nc1ccc(F)cc1)N[C@H]1CC[C@H](CC(=O)N2CCCCC2)O[C@@H]1CO the results were TcdB inh -2.4.
Screening CCCNC(=O)C[C@@H]1C[C@H]2c3cc(NC(=O)CC4CC4)ccc3O[C@H]2[C@@H](CO)O1 returned TcdB inh -2.3.
CC(C)NC(=O)Nc1cccc2c1O[C@H](CN(C)C(=O)NC1CCCCC1)[C@H](C)CN([C@@H](C)CO)C2=O was read as TcdB inh -0.3.
`C[C@H]1CN([C@@H](C)CO)C(=O)c2cc(C3=CCCC3)cnc2O[C@@H]1CN(C)Cc1cccc(F)c1` gave TcdB inh -0.7.
Screening Cn1cnc(S(=O)(=O)N[C@@H]2C=C[C@@H](CC(=O)NCC3CC3)O[C@@H]2CO)c1 returned TcdB inh -0.2.
`CC=Cc1ccc2n(c1=O)C[C@@H]1[C@@H](CO)[C@H](C(=O)NCc3ccc4c(c3)OCO4)[C@H]2N1C(C)=O` (mixture of isomers) gave TcdB inh -15.8.
`C[C@@H]1CCCCO[C@@H](CN(C)C(=O)Nc2cccc3ccccc23)[C@H](C)CN([C@H](C)CO)C(=O)c2cc(NS(=O)(=O)c3ccc(Cl)cc3)ccc2O1` gave TcdB inh 0.6.
Screening Cc1ccc(-c2ccc3c(c2)O[C@H](CN(C)C(=O)CN(C)C)[C@@H](C)CN([C@@H](C)CO)S3(=O)=O)cc1 returned TcdB inh -0.3.
For Cc1ccc(S(=O)(=O)N(C)C[C@@H]2Oc3ccc(NC(=O)c4ccncc4)cc3C(=O)N([C@H](C)CO)C[C@@H]2C)cc1 the results were TcdB inh 0.0.
Cc1ccc(S(=O)(=O)Nc2ccc3c(c2)CC(=O)N([C@@H](C)CO)C[C@@H](C)[C@@H](CN(C)Cc2ccc(Oc4ccccc4)cc2)O3)cc1 was read as TcdB inh 0.3.
For CCCC#Cc1cnc2c(c1)C(=O)N([C@@H](C)CO)C[C@H](C)[C@@H](CN(C)C(=O)Cc1ccccc1)O2 the results were TcdB inh 0.7.
C[C@H](CO)N1C[C@H](C)[C@H](CN(C)Cc2ccc(C(F)(F)F)cc2)Oc2ccc(NS(=O)(=O)c3cccs3)cc2C1=O was read as TcdB inh 1.1.
Screening CCC(=O)N1[C@@H]2Cn3c(ccc(-c4ccc(F)cc4)c3=O)[C@H]1[C@@H](C(=O)N(C)C)[C@@H]2CO returned TcdB inh 0.2.
For CCCNC(=O)N1CC2(CCN(C(=O)C3CCCCC3)CC2)c2c([nH]c3cc(OC)ccc23)[C@@H]1CO the results were TcdB inh -1.1.
CCCNC(=O)C[C@@H]1CC[C@H]2[C@@H](COc3ccc(NC(=O)Nc4c(C)noc4C)cc3C(=O)N2C)O1 was read as TcdB inh -0.1.
For CNC[C@@H]1OCCCC[C@H](C)Oc2ccc(NS(=O)(=O)c3cn(C)cn3)cc2C(=O)N([C@@H](C)CO)C[C@H]1C the results were TcdB inh 0.8.
`C[C@H](CO)N1C[C@H](C)[C@H](CN(C)C(=O)Nc2ccccc2)Oc2ncc(C#Cc3ccc(F)cc3)cc2C1=O` gave TcdB inh 1.4.
Screening C[C@H]1CN([C@@H](C)CO)C(=O)c2cc(NC(=O)CCC(F)(F)F)ccc2O[C@H]1CN(C)C(=O)Nc1ccc(C(F)(F)F)cc1 returned TcdB inh -1.6.
For Cn1cnc(CCNC(=O)C[C@@H]2CC[C@H]3[C@@H](COC[C@@H](O)CN3C(=O)Nc3ccc(F)cc3)O2)c1 the results were TcdB inh -0.5.
O=C(N[C@@H]1CC[C@H](CCNS(=O)(=O)c2ccc(F)cc2)O[C@@H]1CO)c1cnccn1 was read as TcdB inh -0.1.
Screening COCC#Cc1cnc2c(c1)C(=O)N([C@H](C)CO)C[C@@H](C)[C@@H](CN(C)C(=O)Cc1ccccc1)O2 returned TcdB inh -0.9.
`Cn1cnc(S(=O)(=O)N2CCCCN3[C@@H](CO)[C@@H](c4ccc(-c5ccccc5F)cc4)[C@@H]3C2)c1` gave TcdB inh -0.6.
CNC[C@@H]1Oc2ccc(NS(=O)(=O)c3c(C)noc3C)cc2CC(=O)N([C@@H](C)CO)C[C@H]1C was read as TcdB inh -0.7.
`O=C(C[C@@H]1C[C@@H]2c3cc(NC(=O)c4cccnc4)ccc3O[C@@H]2[C@H](CO)O1)NCC(F)(F)F` gave TcdB inh -0.2.
C[C@H](CO)N1C[C@H](C)[C@H](CN(C)S(C)(=O)=O)Oc2ncc(-c3cccc(C(F)(F)F)c3)cc2C1=O was read as TcdB inh 0.3.
For COc1ccc(S(=O)(=O)N(C)C[C@@H]2Oc3c(NC(=O)c4nc5ccccc5s4)cccc3C(=O)N([C@H](C)CO)C[C@@H]2C)cc1 the results were TcdB inh -0.8.
Screening O=C(NCC[C@H]1CC[C@H](NC(=O)c2cnccn2)[C@H](CO)O1)Nc1ccc(F)cc1 returned TcdB inh 0.8.
C[C@@H]1CN([C@H](C)CO)C(=O)c2cccc(NC(=O)C3CCCCC3)c2O[C@H]1CN(C)Cc1ccccc1 was read as TcdB inh 0.7.
Screening O=C(Nc1ccccc1)[C@@H]1[C@@H](CO)[C@@H]2Cn3c(ccc(C4=CCCCC4)c3=O)[C@@H]2N1Cc1cocn1 returned TcdB inh -1.7.
For O=C(C[C@@H]1C=C[C@H](NC(=O)CN2CCOCC2)[C@H](CO)O1)NC1CCC1 the results were TcdB inh -0.5.
`Cc1cc(C(=O)Nc2ccc3c(c2)C(=O)N(C)[C@@H]2CC[C@@H](CC(=O)NCc4ccc(-c5ccccc5)cc4)O[C@@H]2CO3)no1` gave TcdB inh -1.3.
`Cc1ccc(S(=O)(=O)N(C)C[C@H]2Oc3c(NC(=O)Nc4ccc(F)cc4)cccc3C(=O)N([C@@H](C)CO)C[C@H]2C)cc1` gave TcdB inh 0.0.
For COc1cccc(NC(=O)N(C)C[C@H]2Oc3cc(C#CC4(O)CCCC4)ccc3S(=O)(=O)N([C@@H](C)CO)C[C@H]2C)c1 the results were TcdB inh 0.9.
C[C@@H]1CN([C@H](C)CO)C(=O)c2cccc(NS(C)(=O)=O)c2O[C@H]1CN(C)CC1CCCCC1 was read as TcdB inh 1.1.
For COCC#Cc1cnc2c(c1)C(=O)N([C@H](C)CO)C[C@H](C)[C@@H](CN(C)C(=O)Nc1ccccc1OC)O2 the results were TcdB inh 0.0.
Screening COc1ccc(NC(=O)Nc2cccc3c2O[C@@H](CN(C)S(=O)(=O)c2ccccc2)[C@H](C)CN([C@H](C)CO)C3=O)cc1 returned TcdB inh 0.3.

Filtered by structure: the compounds so far with a thiophene ring, fused or not.
`C[C@@H]1CCCCO[C@H](CN(C)S(=O)(=O)c2cccs2)[C@@H](C)CN([C@@H](C)CO)C(=O)c2cc(NC(=O)Nc3ccc4c(c3)OCO4)ccc2O1` gave TcdB inh 0.8.
C[C@H](CO)N1C[C@H](C)[C@H](CN(C)Cc2ccc(C(F)(F)F)cc2)Oc2ccc(NS(=O)(=O)c3cccs3)cc2C1=O was read as TcdB inh 1.1.

Next records follow:
Screening O=C(C[C@H]1C=C[C@@H](NC(=O)c2ccc3c(c2)OCO3)[C@@H](CO)O1)NCc1ccc(Oc2ccccc2)cc1 returned TcdB inh 0.4.
For C[C@@H]1CN([C@@H](C)CO)C(=O)c2cc(C#C[C@@H](C)O)cnc2O[C@H]1CN(C)C(=O)c1ccccc1F the results were TcdB inh 0.8.
`C[C@H](CO)N1C[C@H](C)[C@H](CN(C)C(=O)CN(C)C)Oc2cc(-c3ccncc3)ccc2S1(=O)=O` gave TcdB inh -0.7.
`O=C(C[C@H]1C[C@@H]2c3cc(NC(=O)c4cccnc4)ccc3O[C@@H]2[C@@H](CO)O1)NCc1cc(F)ccc1F` gave TcdB inh -0.9.
Cc1ccc(S(=O)(=O)N(C)C[C@H]2OCCCC[C@@H](C)Oc3ccc(NC(=O)Nc4ccc5c(c4)OCO5)cc3C(=O)N([C@@H](C)CO)C[C@@H]2C)cc1 was read as TcdB inh 0.6.
Screening C/C=C/c1ccc(C2[C@@H]3CN(Cc4cccnc4)C[C@H]2N3)cc1 (some centres undefined) returned TcdB inh 0.0&-0.5.
`CN(C)CC(=O)N1[C@H](C#N)[C@H](c2ccc(-c3ccccc3F)cc2)[C@H]1CO` gave TcdB inh -1.2.
For Cc1ccc(-c2ccc3c(c2)O[C@@H](CN(C)Cc2cncnc2)[C@H](C)CN([C@H](C)CO)S3(=O)=O)cc1 the results were TcdB inh 1.1.
C[C@H]1CN([C@@H](C)CO)C(=O)Cc2cc(NC(=O)Nc3ccc4c(c3)OCO4)ccc2O[C@@H]1CN(C)Cc1ccc(Oc2ccccc2)cc1 was read as TcdB inh -0.7.
`CCC(=O)N[C@H]1C=C[C@@H](CC(=O)OC)O[C@H]1CO` gave TcdB inh -2.3.
`C[C@@H]1CN([C@@H](C)CO)C(=O)c2cc(NC(=O)c3ccncc3)ccc2O[C@@H]1CN(C)S(=O)(=O)c1ccc(F)cc1` gave TcdB inh 1.0.
COc1ccc(S(=O)(=O)Nc2ccc3c(c2)C(=O)N([C@H](C)CO)C[C@H](C)[C@@H](CN(C)C)OCCCC[C@@H](C)O3)cc1 was read as TcdB inh -0.5.
For C/C=C/c1ccc([C@@H]2[C@@H](CO)N3C(=O)CN(Cc4ccccc4)C[C@@H]23)cc1 the results were TcdB inh 1.1.
For C[C@H](CO)N1C[C@H](C)[C@@H](CN(C)C(=O)CCC(F)(F)F)OCCCC[C@H](C)Oc2ccc(NS(C)(=O)=O)cc2C1=O the results were TcdB inh -0.2.
CCNC(=O)C[C@H]1CC[C@@H]2[C@H](COc3ccc(NC(=O)c4cccc(OC)c4)cc3C(=O)N2C)O1 was read as TcdB inh 4.7.
COc1ccc(NC(=O)Nc2ccc3c(c2)C(=O)N([C@H](C)CO)C[C@H](C)[C@@H](CN(C)Cc2ccccc2)OCCCC[C@@H](C)O3)cc1 was read as TcdB inh -0.1.
C[C@@H]1CCCCO[C@H](CN(C)S(C)(=O)=O)[C@@H](C)CN([C@@H](C)CO)C(=O)c2cc(NS(=O)(=O)c3cn(C)cn3)ccc2O1 was read as TcdB inh -2.5.
`COCCN(C[C@@H]1[C@@H](c2ccccc2)[C@H](CO)N1C(C)=O)C(=O)c1ccncc1` gave TcdB inh 0.9.
`CCCNC(=O)C[C@H]1CC[C@H]2[C@@H](COC[C@H](O)CN2CC2CCCCC2)O1` gave TcdB inh -0.1.
Screening Cc1ccc(S(=O)(=O)NCC[C@@H]2CC[C@@H](NS(=O)(=O)c3ccccc3Cl)[C@H](CO)O2)cc1 returned TcdB inh -2.9.
C[C@H](CO)N1C[C@H](C)[C@H](CN(C)Cc2ccccc2)Oc2c(NC(=O)c3nc4ccccc4s3)cccc2C1=O was read as TcdB inh -0.6.
For Cc1ccc(S(=O)(=O)Nc2ccc3c(c2)C(=O)N([C@@H](C)CO)C[C@H](C)[C@H](CN(C)C(=O)CCC(F)(F)F)OCCCC[C@H](C)O3)cc1 the results were TcdB inh 0.9.
For O=C(O)C[C@@H]1C[C@@H]2c3cc(NC(=O)CC4CC4)ccc3O[C@@H]2[C@@H](CO)O1 the results were TcdB inh -1.2.
Screening C[C@H](CO)N1C[C@H](C)[C@@H](CN(C)Cc2ccc(C(F)(F)F)cc2)Oc2c(NC(=O)c3ccc(-c4nccs4)cc3)cccc2C1=O returned TcdB inh 0.4.

Retrieved by structure from the entries so far:
`COCCN(C[C@@H]1[C@@H](c2ccccc2)[C@H](CO)N1C(C)=O)C(=O)c1ccncc1` gave TcdB inh 0.9.
For O=C(O)C[C@@H]1C[C@@H]2c3cc(NC(=O)CC4CC4)ccc3O[C@@H]2[C@@H](CO)O1 the results were TcdB inh -1.2.
For Cc1ccc(S(=O)(=O)Nc2ccc3c(c2)C(=O)N([C@@H](C)CO)C[C@H](C)[C@H](CN(C)C(=O)CCC(F)(F)F)OCCCC[C@H](C)O3)cc1 the results were TcdB inh 0.9.
COc1ccc(NC(=O)Nc2ccc3c(c2)C(=O)N([C@H](C)CO)C[C@H](C)[C@@H](CN(C)Cc2ccccc2)OCCCC[C@@H](C)O3)cc1 was read as TcdB inh -0.1.
Screening Cc1ccc(S(=O)(=O)NCC[C@@H]2CC[C@@H](NS(=O)(=O)c3ccccc3Cl)[C@H](CO)O2)cc1 returned TcdB inh -2.9.

Source: PubChem (Broad Institute)
